esBAF inh = Bmi1 luciferase reporter increase in mESCs, primary screen, esBAF inhibitor project, mouse ES cells, Bmi1 luciferase knock-in, single point | 24 h; 100% = twice the neutral-well signal | reporter increase, % at 12.5 µM | 2% of 350,000 active | AID 602393, 2012; in the data active means activation above about 40%;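 further: 0% = median of the plate's neutral control wells and 100% = double that signal; a rise in the Bmi1 reporter signal indicates esBAF inhibition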
SIRT5 block = SIRT5 desuccinylase inhibitors, primary screen, biochemical, fluorescence imaging, single point, set 5. NAD-dependent protein deacylase sirtuin-5, mitochondrial (Homo sapiens), Q9NXA8. 1.1% of 330,000 active. Purified SirT5, succinyl-peptide AMC, trypsin-coupled fluorescence. inhibition, % at 15 µM; in the data active means inhibition above about 15%
Target sequence (Q9NXA8 whole entry, looked up): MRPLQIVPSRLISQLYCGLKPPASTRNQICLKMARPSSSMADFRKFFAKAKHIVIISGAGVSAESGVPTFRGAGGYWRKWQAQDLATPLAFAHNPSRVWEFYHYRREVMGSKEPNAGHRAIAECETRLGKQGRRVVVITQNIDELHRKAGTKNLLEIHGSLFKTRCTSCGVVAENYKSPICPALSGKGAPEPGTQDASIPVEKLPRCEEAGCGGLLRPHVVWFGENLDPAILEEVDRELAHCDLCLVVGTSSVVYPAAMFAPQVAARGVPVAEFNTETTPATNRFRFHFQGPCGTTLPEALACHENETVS
C2C12 statin = suppressors of statin myotoxicity in C2C12 myotubes, primary screen, cell-based, single point, plate reader; C2C12 myotubes + simvastatin, ATP luminescence, 48 h; scaled: DMSO 0, geranylgeraniol control 100; rescue of ATP level, % at 7.49 µM; 0.78% of 330,000 active; AID 602340, 2012;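 active means mean ATP rescue above about 67%, or every replicate alone reaching that limit, limit read from the data, passing the limit was not always enough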;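 further: myotubes were challenged with 10 µM simvastatin during compound exposure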
Cneo AK release = Cryptococcus neoformans cell lysis inducers, primary screen, AK release luminescence, single concentration; C. neoformans lysis, adenylate kinase release luminescence, 4 h; normalised: neutral wells 0, clomiphene wells 100; lysis activity, % at 15 µM; 0.2% of 360,000 active;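 active means mean lysis activity across replicates of at least 80%, whatever share of replicates individually reach that level; inactive means mean lysis activity below 80%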
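Assay system: C. neoformans cells. Amount: yeast cell density of 5 × 10^6 cells/mL. Technique: AK luminescence. Buffer or medium: YPD. Times: static 4 h at 37 °C with compound, 1 h detection. Dosing: single-point compound dose. Read-out: lysis from increased AK signal.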
ERp5 inh = inhibitors of ERp5-driven insulin aggregation, primary screen, biochemical, turbidity, absorbance 650 nm, single point; Protein disulfide-isomerase A6 (Homo sapiens), Q15084; 90 min; inhibition, % at 9.99 µM; 0.05% of 350,000 active; AID 651711, 2012;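 active means mean replicate inhibition above about 25%, with every replicate also reaching it, limit read from the data, passing the limit was not always enough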
Target sequence (Q15084 whole entry, looked up): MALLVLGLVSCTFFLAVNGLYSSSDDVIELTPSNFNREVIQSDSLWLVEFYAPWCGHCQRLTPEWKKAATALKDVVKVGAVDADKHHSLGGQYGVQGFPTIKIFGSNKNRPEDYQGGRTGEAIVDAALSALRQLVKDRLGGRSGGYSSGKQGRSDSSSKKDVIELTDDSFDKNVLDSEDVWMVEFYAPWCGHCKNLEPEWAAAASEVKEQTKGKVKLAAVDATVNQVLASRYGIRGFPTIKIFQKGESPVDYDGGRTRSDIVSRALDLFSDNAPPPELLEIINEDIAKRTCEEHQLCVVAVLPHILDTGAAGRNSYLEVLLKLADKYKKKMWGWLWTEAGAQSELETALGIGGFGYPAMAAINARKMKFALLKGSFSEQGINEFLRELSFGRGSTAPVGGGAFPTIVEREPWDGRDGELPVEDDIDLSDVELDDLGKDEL
ARNT TACC3 PPI = disruptors of ARNT/TACC3 protein interaction, primary screen, biochemical, AlphaScreen, single concentration; Transforming acidic coiled-coil-containing protein 3 (Homo sapiens), Q9Y6A5; inhibition, % at 9.99 µM; 0.66% of 390,000 active; AlphaScreen His-ARNT PAS-B/GST-TACC3 binding, luminescence; TACC3 fragment carries E629A point mutation;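 active means mean inhibition of replicates at least 50% and at least half of replicates each reaching 50%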;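 further: 0% = complete ARNT plus TACC3 wells and 100% = ARNT alone without TACC3; many hits fall short of the cut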
miR-122 sensor = miR-122 Renilla sensor signal increase in Huh7, primary screen, miR-122 inhibitor project, cell-based, single point, plate reader | Huh7 miR-122 Renilla luciferase sensor, 48 h; neutral wells = 0, positive control = 100 | activation (reporter increase), % at 12.5 µM | 0.3% of 340,000 active;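 active means mean replicate activation score at least 90 and every replicate individually at or above 90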;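 further: higher luciferase means less miR-122 activity so hits act as miR-122 inhibitors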
* = called active by the depositor; & = joins results of further samples; [ ] = dose if it differs, or a comment.

What do the screens show for `O=C(Nc1ccccc1F)N[C@H]1CC[C@H](CCNC(=O)C2CCCCC2)O[C@H]1CO`?
esBAF inh: -1; SIRT5 block: 7; C2C12 statin: -1; Cneo AK release: -22; ERp5 inh: 6; ARNT TACC3 PPI: 22; miR-122 sensor: 18[16.7 µM]

Results for C[C@H]1CN([C@@H](C)CO)C(=O)Cc2cc(NS(=O)(=O)c3ccccc3)ccc2O[C@@H]1CN(C)C(=O)Nc1ccccc1 ?
esBAF inh: -4; SIRT5 block: 1; C2C12 statin: 26; Cneo AK release: -4; ERp5 inh: 6; ARNT TACC3 PPI: -11; miR-122 sensor: -1[16.7 µM]

What do the screens show for `C[C@H](O)C#Cc1ccc([C@@H]2[C@H](CO)N3CCCCN(CC4CCOCC4)C[C@@H]23)cc1`?
SIRT5 block: -1; Cneo AK release: 0; ERp5 inh: -1; ARNT TACC3 PPI: -5; miR-122 sensor: -5[16.7 µM]

How did O=C(C1CC1)N1CCc2cc(Br)cc(S(=O)(=O)NCc3ccco3)c21 do in these assays?
esBAF inh: -5; C2C12 statin: -16; Cneo AK release: -1; ARNT TACC3 PPI: 9; miR-122 sensor: 39

What do the screens show for `COc1cccc(C(=O)Nc2cc(C(=O)NCCc3ccccc3)ccc2Cl)c1`?
esBAF inh: 29; SIRT5 block: -3; C2C12 statin: -71; Cneo AK release: 3; ERp5 inh: 0; ARNT TACC3 PPI: -27; miR-122 sensor: 1

What do the screens show for `CCOC(=O)C1CCN(c2c(NCc3ccc(C(=O)NC4CCCC4)cc3)c(=O)c2=O)CC1`?
esBAF inh: 1; C2C12 statin: 13; Cneo AK release: 3; ERp5 inh: -4; ARNT TACC3 PPI: -3; miR-122 sensor: -8

What do the screens show for `COc1ccc(-c2oc3ncn4nc(Cc5ccccc5)nc4c3c2-c2ccc(OC)cc2)cc1`?
esBAF inh: -17; C2C12 statin: -59; Cneo AK release: -1; ARNT TACC3 PPI: 0; miR-122 sensor: 1

How did C#Cc1ccc([C@H]2C=C(C(=O)N3CCOCC3)O[C@@H](OCC)[C@@H]2CCCO)cc1 do in these assays?
esBAF inh: -3; SIRT5 block: -5&-1; C2C12 statin: 2; Cneo AK release: -2&1; ERp5 inh: 2&5; ARNT TACC3 PPI: 1&-2; miR-122 sensor: 1

What do the screens show for `O=C(CCCC(=O)OCC(Cl)=C(Cl)Cl)Nc1ccc(F)cc1`?
esBAF inh: -6; SIRT5 block: 1; C2C12 statin: 9; Cneo AK release: -5; ERp5 inh: -5; ARNT TACC3 PPI: -11; miR-122 sensor: -8

What do the screens show for `C[C@@H]1CN([C@@H](C)CO)C(=O)c2cccc(N(C)C)c2O[C@@H]1CN(C)Cc1ccccc1`?
esBAF inh: -2; SIRT5 block: 23*; C2C12 statin: -8; Cneo AK release: -1; ERp5 inh: -3; ARNT TACC3 PPI: -9; miR-122 sensor: 4[16.7 µM]

Results for CC(C)NC(=O)N(C)C[C@H]1OCCCC[C@H](C)Oc2ccc(NS(C)(=O)=O)cc2C(=O)N([C@@H](C)CO)C[C@H]1C ?
esBAF inh: -1; SIRT5 block: -2; Cneo AK release: 60; ERp5 inh: -3; ARNT TACC3 PPI: -3; miR-122 sensor: 10[16.7 µM]

Results for CCOc1ccc2c(c1)C(N(CCN1CCOCC1)C(=O)Nc1ccccc1)CC(C)(C)O2 (stereo not drawn) ?
esBAF inh: -13; SIRT5 block: -5; C2C12 statin: 8; ERp5 inh: -8; ARNT TACC3 PPI: 58*; miR-122 sensor: 1

How did CC1(C)CC(=O)C(/C=N/n2cnc3ccccc3c2=O)=C(O)C1 do in these assays?
esBAF inh: 49*; C2C12 statin: 4; Cneo AK release: -3; ARNT TACC3 PPI: 12; miR-122 sensor: -6

Results for COc1ccccc1-c1ccc([C@@H]2[C@H]3CN(C(=O)c4cccnc4)CCCCN3[C@H]2CO)cc1 ?
esBAF inh: 3; SIRT5 block: 1; C2C12 statin: 17; Cneo AK release: 3; ERp5 inh: -2; ARNT TACC3 PPI: -8; miR-122 sensor: 0[16.7 µM]

What do the screens show for `CCOC(=O)Cc1csc(NC(=O)NC2(C(F)(F)F)Oc3cc(Cl)c(Cl)cc3O2)n1`?
esBAF inh: -16; Cneo AK release: 6; ARNT TACC3 PPI: 1; miR-122 sensor: -6

Results for C#CCOCCOCCOCCNc1nc(N2CCN(C(=O)Cn3cc(CCCN=C(N)N)nn3)CC2)nc(N2CCN(C(=O)[C@H](C(C)C)n3cc(CCO)nn3)CC2)n1 ?
esBAF inh: -3; SIRT5 block: -3; C2C12 statin: -9; Cneo AK release: 1; ERp5 inh: 3; ARNT TACC3 PPI: -3

What do the screens show for `CC(=O)Nc1ccc(S(=O)(=O)NC(C)C(=O)OCCOc2ccc(F)cc2)cc1` (stereo not drawn)?
esBAF inh: -7; SIRT5 block: -14; C2C12 statin: 9; Cneo AK release: -1; ERp5 inh: 7; ARNT TACC3 PPI: -1; miR-122 sensor: -3

What do the screens show for `Cn1c(C(=O)NC2CCCCC2)cc2c(=O)n3ccccc3nc21`?
esBAF inh: 33; SIRT5 block: -56; C2C12 statin: -12; Cneo AK release: -7; ERp5 inh: 0; ARNT TACC3 PPI: -11; miR-122 sensor: -3

Results for CNC(=O)CN1C(=O)NC2(CCc3ccccc3C2)C1=O (stereo not drawn) ?
esBAF inh: -4; SIRT5 block: 6; C2C12 statin: 7; Cneo AK release: 3; ERp5 inh: 0; ARNT TACC3 PPI: -7; miR-122 sensor: 2

Results for O=C1CNC(=S)N1Cc1ccc(Cl)cc1 ?
esBAF inh: -2; SIRT5 block: -5; C2C12 statin: -4; Cneo AK release: -1; ERp5 inh: 4; ARNT TACC3 PPI: -6; miR-122 sensor: -8

Quoted at random: two compounds from above
What do the screens show for `Cn1c(C(=O)NC2CCCCC2)cc2c(=O)n3ccccc3nc21`?
esBAF inh: 33; SIRT5 block: -56; C2C12 statin: -12; Cneo AK release: -7; ERp5 inh: 0; ARNT TACC3 PPI: -11; miR-122 sensor: -3

Results for O=C1CNC(=S)N1Cc1ccc(Cl)cc1 ?
esBAF inh: -2; SIRT5 block: -5; C2C12 statin: -4; Cneo AK release: -1; ERp5 inh: 4; ARNT TACC3 PPI: -6; miR-122 sensor: -8

(cont.)
Results for COc1ccc(S(=O)(=O)Nc2ccc3c(c2)CC(=O)N([C@@H](C)CO)C[C@@H](C)[C@H](CN(C)S(=O)(=O)c2ccc(F)cc2)O3)cc1 ?
esBAF inh: -3; C2C12 statin: -6; Cneo AK release: 3; ARNT TACC3 PPI: 0; miR-122 sensor: -3[16.7 µM]

What do the screens show for `CCOc1ccccc1N(CC(=O)NC1CCCCC1)S(=O)(=O)c1ccccc1`?
esBAF inh: 8; SIRT5 block: -7; C2C12 statin: -7; Cneo AK release: -1; ERp5 inh: 3; ARNT TACC3 PPI: 28; miR-122 sensor: 46

How did Cc1nn(-c2ccc(Cl)cc2)c2[nH]c(CCl)cc(=O)c12 do in these assays?
esBAF inh: -2; SIRT5 block: 1; C2C12 statin: 0; Cneo AK release: 2; ERp5 inh: -3; miR-122 sensor: 4

What do the screens show for `CCCOc1ccc(NC(=O)C2CC(=O)N(C(C)C)C2)cc1` (stereo not drawn)?
esBAF inh: 2; C2C12 statin: -3; Cneo AK release: 0; ARNT TACC3 PPI: -2; miR-122 sensor: -10

How did Cc1ccccc1N(CC(=O)N1CCN(Cc2ccccc2)CC1)S(C)(=O)=O do in these assays?
esBAF inh: -9; C2C12 statin: 3; Cneo AK release: 2; ERp5 inh: 2; miR-122 sensor: 21

How did Cc1nc2nc(C(F)(F)F)[nH]c2nc1C do in these assays?
esBAF inh: -6; SIRT5 block: -3; C2C12 statin: 15; Cneo AK release: -1; ERp5 inh: 4; miR-122 sensor: -7

How did CCOc1ccccc1N1CC(C(=O)Nc2ccc(C(=O)O)cc2)CC1=O (stereo not drawn) do in these assays?
esBAF inh: -2; SIRT5 block: -5; C2C12 statin: 3; Cneo AK release: -1; ERp5 inh: -7; ARNT TACC3 PPI: -2

What do the screens show for `CCOC(=O)C1CN(S(=O)(=O)c2ccc(OC)cc2)c2cc(S(=O)(=O)CC)ccc2O1` (stereo not drawn)?
esBAF inh: 3; C2C12 statin: 6; Cneo AK release: 1; ARNT TACC3 PPI: 4; miR-122 sensor: 6

How did Cc1ccc(-c2nnc(COC(=O)c3cc(=O)[nH]c4ccccc34)o2)cc1 do in these assays?
SIRT5 block: -7; Cneo AK release: 0; ERp5 inh: 4; ARNT TACC3 PPI: 7; miR-122 sensor: 2

How did CCOc1ccc(Nc2nc(NCC(=O)O)nc(N)c2[N+](=O)[O-])cc1 do in these assays?
esBAF inh: 1; SIRT5 block: 2; C2C12 statin: 5; Cneo AK release: -1; ERp5 inh: 8; ARNT TACC3 PPI: 4; miR-122 sensor: -1

What do the screens show for `CCCCc1c(O)nc2n(c1=O)CCS2`?
esBAF inh: -1; C2C12 statin: 1; ARNT TACC3 PPI: -4; miR-122 sensor: -2

What do the screens show for `Fc1ccc(CNc2ccc(CNc3ncn[nH]3)cc2)cc1`?
esBAF inh: 17; C2C12 statin: 36; ARNT TACC3 PPI: -13; miR-122 sensor: -15

How did CC(C)N1C2OC(C3OC4C(O3)N(C(C)C)S(=O)(=O)N4C(C)C)OC2N(C(C)C)S1(=O)=O (stereo not drawn) do in these assays?
esBAF inh: -5; C2C12 statin: -2; Cneo AK release: 3; ARNT TACC3 PPI: -7; miR-122 sensor: -13

How did O=C(COC(=O)c1cccc(N2C(=O)C3CC=CCC3C2=O)c1)c1ccccc1 (stereo not drawn) do in these assays?
esBAF inh: 26; SIRT5 block: -3; C2C12 statin: 10; Cneo AK release: -3; ERp5 inh: 5; ARNT TACC3 PPI: -3; miR-122 sensor: -1

How did O=C1CNC(=S)N1c1nc(-c2ccccc2)cs1 do in these assays?
SIRT5 block: -1; ERp5 inh: -1; ARNT TACC3 PPI: -5

Results for COCC(=O)Nc1ccc2c(c1)C(=O)N(C)[C@@H]1CC[C@@H](CC(=O)NCCc3ccncc3)O[C@H]1CO2 ?
esBAF inh: 2; SIRT5 block: -3; C2C12 statin: 15; Cneo AK release: 1; ERp5 inh: -1; ARNT TACC3 PPI: 6; miR-122 sensor: -2[16.7 µM]

What do the screens show for `Cc1ccccc1N1CCN(C(=O)C2CCCCC2)CC1`?
esBAF inh: -7; C2C12 statin: -6; Cneo AK release: -1; ARNT TACC3 PPI: -8; miR-122 sensor: -4

How did COc1cc(CC(=O)OCC(=O)c2ccc(F)cc2)cc(OC)c1OC do in these assays?
esBAF inh: 2; SIRT5 block: 0; C2C12 statin: 1; Cneo AK release: -2; ERp5 inh: 5; ARNT TACC3 PPI: 4; miR-122 sensor: -2

How did Cc1cccc(N=C2N=C(N)c3ccccc32)c1 do in these assays?
esBAF inh: -6; C2C12 statin: 13; Cneo AK release: 1; ARNT TACC3 PPI: 12; miR-122 sensor: -14

What do the screens show for `COc1cc(/C(C)=N/NC(=O)CSc2nncn2C)ccc1OCc1ccccc1Cl`?
SIRT5 block: -6; ERp5 inh: 9; ARNT TACC3 PPI: -7

Results for O=C(COC(=O)c1cccc(OC(F)F)c1)Nc1ncccn1 ?
esBAF inh: 4; C2C12 statin: -7; Cneo AK release: -2; ERp5 inh: -2; ARNT TACC3 PPI: 6; miR-122 sensor: -2

What do the screens show for `Cn1cccc1-c1nc2ccccc2n1Cc1ccccc1`?
esBAF inh: -1; C2C12 statin: -44; Cneo AK release: 11; ARNT TACC3 PPI: 7; miR-122 sensor: 11

As a short view, part of the list above.
What do the screens show for `CCCCc1c(O)nc2n(c1=O)CCS2`?
esBAF inh: -1; C2C12 statin: 1; ARNT TACC3 PPI: -4; miR-122 sensor: -2

What do the screens show for `Fc1ccc(CNc2ccc(CNc3ncn[nH]3)cc2)cc1`?
esBAF inh: 17; C2C12 statin: 36; ARNT TACC3 PPI: -13; miR-122 sensor: -15

Source: PubChem (Broad Institute)
